# LDHA inh: inhibitors of human lactate dehydrogenase A; actives 0.15% (n = 480,000); AID 1347041; P00338; purified LDHA, NADH/diaphorase-resazurin fluorescence; stronger effect = lower value; activity change, % (values are at about 110 or 230 µM); in the data active = activity change below about -30%;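 note: plate controls were DMSO wells for no effect and wells without enzyme for full effect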
#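 Enzyme activity of human lactate dehydrogenase 5 (2 nM; 0.06 mM NADH, 0.2 mM pyruvate, 5 min, RT) is measured via a resazurin/diaphorase fluorescence readout of residual NADH.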
# GRP78 ERSR act: induces the endoplasmic reticulum stress response in human glioma cells. U87-MG GRP78 promoter luciferase reporter, 16 h. actives 0.02% (n = 420,000). Potency, µM, inactives show at the highest dose activation, hits mostly activators. AID 602332; note: potency is the fitted concentration of half-maximal effect; series mostly up to about 76 µM; % of control where 0% means no effect; nearly all actives have a fitted effect of over 35% in size
#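 ERSR induction read as luciferase luminescence (Bright-Glo, 10 min at room temperature) in stably transfected human U87-MG glioma cells exposed to compounds for 16 h, using GRP78 as sensor.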
# RXFP1 agonist: RXFP1 (human) receptor agonism; Potency, µM (top dose mostly 57.5 µM), without a hit: at the highest dose activation, hits mostly activators; Q9HBX9; actives 0.3% (n = 370,000); HEK293T-RXFP1 cAMP TR-FRET, 30 min; response scale: percent of porcine relaxin response, buffer zero; AID 2676; note: potency is the fitted concentration of half-maximal effect; % is set by controls: 0 for no effect and ±100 for the full control effect; nearly all actives have a fitted effect of over 60% in size; many of its hits are not listed in these tables
#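 HEK293T cells stably expressing RXFP1 were pretreated with the PDE4 inhibitor Ro 20174, exposed to compounds for 30 min at 37C, lysed, and cAMP was read by TR-FRET. Data normalized to buffer (basal) and 29 nM porcine relaxin (100%).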
# Vif-A3F inh: Vif-A3F binding inhibition | HeLa A3F-eYFP + Vif (tagged APOBEC3F with the HIV-1 protein that degrades it), YFP fluorescence increase | Potency, µM (series often up to 46.1 µM), without a hit: top-dose activity, negative = active | actives 0.2% (n = 390,000) | AID 602313; note: potency is the fitted concentration of half-maximal effect; % of control where 0% means no effect; nearly all actives have a fitted effect of over 65% in size
#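 Fluorescence increase (Ex 488/Em 500-530) after overnight compound treatment at 37 deg C flags inhibition of Vif-driven A3F-eYFP loss in stable HeLa A3F-eYFP/Vif cells seeded overnight beforehand.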
# Vif-APOBEC3G blk: blocks the Vif interaction with human APOBEC3G | actives 0.076% (n = 410,000) | AID 602310 | HeLa A3G-eYFP + Vif (tagged APOBEC3G with the HIV-1 protein that degrades it), YFP fluorescence, overnight | Potency, µM (titrated, usually from 46.1 µM), for inactives: at the highest dose activity, negative = active, actives largely listed as inhibitors;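 note: potency is the fitted concentration of half-maximal effect; % is set by controls: 0 for no effect and ±100 for the full control effect; nearly all actives have a fitted effect of over 60% in size; hits raise eYFP signal because A3G escapes Vif-driven loss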
#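 Read-out is eYFP fluorescence (Ex 488/Em 500-530) from Vif-expressing HeLa A3G-eYFP cells; more signal means A3G escaped Vif-mediated degradation. Cells plated overnight, compound pinned in, incubated overnight at 37 deg C.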
# PI4K2A inh: blocks human PI4K2A kinase activity. Q9BTU6. actives 0.13% (n = 420,000). purified PI4K2A, ADP-Glo luminescence, 1 h; stronger effect = lower value. activity change, negative = inhibition, % at 76.9 µM; in the data active = activity change below about -50%;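 note: -100% = wells without enzyme as full effect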
# Target sequence (Q9BTU6 whole entry, looked up): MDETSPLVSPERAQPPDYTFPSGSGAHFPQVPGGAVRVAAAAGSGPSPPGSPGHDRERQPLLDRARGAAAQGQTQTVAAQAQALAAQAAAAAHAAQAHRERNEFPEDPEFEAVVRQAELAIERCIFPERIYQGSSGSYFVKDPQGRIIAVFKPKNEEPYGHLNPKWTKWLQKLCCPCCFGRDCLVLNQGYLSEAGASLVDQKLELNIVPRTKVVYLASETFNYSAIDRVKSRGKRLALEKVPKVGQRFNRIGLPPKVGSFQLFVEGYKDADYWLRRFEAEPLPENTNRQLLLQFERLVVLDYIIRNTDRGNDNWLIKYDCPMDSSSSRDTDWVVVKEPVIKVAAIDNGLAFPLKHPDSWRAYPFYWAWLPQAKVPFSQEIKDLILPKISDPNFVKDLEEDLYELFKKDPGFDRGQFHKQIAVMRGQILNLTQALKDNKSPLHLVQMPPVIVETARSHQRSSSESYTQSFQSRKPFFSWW
#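 ADP-Glo luminescence measured ADP generated by PI4K2A enzyme (4 ug/mL before mixing) with 1.2 mM PI substrate (pre-mix) and 300 microM ATP (pre-mix). Tris pH7.5 buffer with MgCl2, Triton X-100; 1 h reaction at ambient temperature.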
# USP1 inh: USP1/UAF1 (human) deubiquitinase inhibition | O94782 | recombinant USP1/UAF1, Ub-Rhodamine cleavage fluorescence | Potency, µM (titrated, usually from 57.1 µM), for the others: top-dose activity change, negative = inhibition, most hits filed as inhibitors | actives 0.23% (n = 390,000); note: potency is the fitted concentration of half-maximal effect; % is set by controls: 0 for no effect and ±100 for the full control effect; nearly all actives have a fitted effect of over 60% in size; inactives centre near -12
#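 Step one: compound is pinned into 1nM USP1/UAF1 in HEPES pH 7.8 buffer with TCEP. Step two: 15 min room-temperature incubation. Step three: Ub-Rho (150nM final) starts cleavage, tracked by fluorescence over six one-minute reads.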
# IDH1 R132H inh: human IDH1 R132H inhibition. IDH1-R132H enzyme, NADPH consumption, diaphorase/resazurin fluorescence. O75874. actives 0.093% (n = 390,000). Potency, µM (top dose mostly 76.6 µM), without a hit: at the highest dose activity change, negative = inhibition, hits mostly inhibitors; note: potency is the fitted concentration of half-maximal effect; % is set by controls: 0 for no effect and ±100 for the full control effect; nearly all actives have a fitted effect of over 65% in size
#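 IDH1-R132H (0.5 ug/mL) preincubated 30 min with compound, then NADPH (0.016 mM) and alpha-KG (2 mM) added; 80 min at RT, pH 7.5. Remaining NADPH coupled via diaphorase/resazurin to fluorescence (540/590 nm); concentration-response curves normalized to no-enzyme control.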
# TrxR1 substrate: substrates of rat thioredoxin reductase 1 | O89049 | purified TrxR1 substrate turnover, NADPH consumption readout | Potency, µM (series often up to 114 µM), for inactives: at the top dose activity change, negative = substrate turnover | actives 0.01% (n = 390,000) | AID 588456; note: potency is the fitted concentration of half-maximal effect; % is set by controls: 0 for no effect and ±100 for the full control effect; nearly all actives have a fitted effect of over 50% in size
# Target sequence (O89049 whole entry, looked up): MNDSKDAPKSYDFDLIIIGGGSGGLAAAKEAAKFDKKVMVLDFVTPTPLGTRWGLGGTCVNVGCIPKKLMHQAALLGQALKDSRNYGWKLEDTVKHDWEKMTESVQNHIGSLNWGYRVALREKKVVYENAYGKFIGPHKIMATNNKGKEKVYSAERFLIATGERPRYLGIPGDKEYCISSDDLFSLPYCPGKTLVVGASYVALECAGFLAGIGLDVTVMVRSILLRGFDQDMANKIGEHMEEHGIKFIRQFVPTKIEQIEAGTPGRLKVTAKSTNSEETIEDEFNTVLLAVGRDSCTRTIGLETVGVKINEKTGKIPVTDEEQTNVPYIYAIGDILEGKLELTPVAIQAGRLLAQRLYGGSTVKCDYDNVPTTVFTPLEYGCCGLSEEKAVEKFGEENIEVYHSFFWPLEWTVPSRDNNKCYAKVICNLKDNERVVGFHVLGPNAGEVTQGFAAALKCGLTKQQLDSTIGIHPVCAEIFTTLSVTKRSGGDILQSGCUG
#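 Rat TrxR1, dispensed at 90 nM, was prereduced with 400 uM NADPH (final) for 5 min at ~22 deg C, then incubated with compound 15 min before 400 uM selenite. A first-read NADPH fluorescence drop versus no-compound background flagged substrates.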
# * = called active by the depositor; . = no result given; & = joins results of further samples; [ ] = remark or other dose. Unless noted, calls come from the whole dose curve; as a rule, active = well fitted curve in the direction sought with a large enough effect; inconclusive = small, poorly fitted or top-dose-only effect, or another doubt; inactive = no such curve, though single readings can be large; an effect the other way counts as inactive or inconclusive.
SMILES,LDHA inh,GRP78 ERSR act,RXFP1 agonist,Vif-A3F inh,Vif-APOBEC3G blk,PI4K2A inh,USP1 inh,IDH1 R132H inh,TrxR1 substrate
Cc1ccc(C#N)c(SCc2ccccc2F)n1,-1.1,1.1%,-1.5%,2.4%,-25.4%,4.6,-24.8%,5.3%,3.5%[11.4 µM]
Cc1ccc(-c2nn(-c3ccc(F)cc3)cc2C(=O)NCC2CCCO2)cc1 (configuration not stated),-3.7,0.7%,-0.1%,-3.9%,-20.2%,-3.4,-13.0%,2.8%,-6.5%[57.1 µM]
CSc1ccc(CCNC(=O)CCn2c(=O)c3cccn3c3ccc(F)cc32)cc1,-9.2,-1.3%,1.4%,-14.0%,-1.1%,-3.7,6.1%,-4.7%,11.0%[11.4 µM]
O=C(Nc1ccc2c(c1)OCO2)c1ccc2nc[nH]c2c1,9.6,-0.7%,-0.7%,-2.9%,-0.4%,4.5,-10.8%,3.9%,14.0%[57.1 µM]
CC1CCC/C(=N\NC(=O)c2ccncc2)C1 (configuration not stated),-1.4,-4.8%,4.6%,-0.5%,1.2%,0.5,-13.8%,-5.7%,5.1%
CCc1ccccc1NC1c2ccccc2C(=O)N1c1cc(C)ccn1 (configuration not stated),-9.0,-4.2%,-2.2%,-2.4%,-2.2%,-5.3,-31.0%,1.8%,8.5%[57.1 µM]
Cc1ccsc1C1C(C#N)=C(N)OC2=C1C(=O)CC(C)C2 (configuration not stated),-0.9,-0.1%,-2.2%,11.5%,0.2%,9.0,1.4%,-14.7%,7.0%[57.1 µM]
Cc1nccn1S(=O)(=O)c1ccc(Br)cc1Br,-0.7,-5.1%,-1.6%,-5.5%,0.3%,-1.3,-13.2%,0.3%,-5.7%
CCOCCn1c(SC(C)C(C)=O)nc2c1c(=O)[nH]c(=O)n2C (configuration not stated),-9.6,-2.8%,5.5%,0.5%,-0.7%,1.9,-10.4%,1.1%,2.0%
S=c1[nH]nc(CSc2nc3ccccc3s2)o1,-9.4,-1.2%,2.5%,-3.6%,0.9%,-2.3,1.6%,6.7%,8.6%[57.1 µM]
Cc1nnc(-n2cnc3ccccc32)c2ccccc12,-6.7,-4.1%,0.7%,-5.1%,-3.5%,1.3,-18.9%,0.9%,7.6%[57.1 µM]
COc1ccc(/C=N/Nc2nc(=O)[nH]nc2C)cc1[N+](=O)[O-],-0.6,3.7%,-0.9%,-0.4%,0.7%,0.1,14.9%,2.1%,-13.7%[57.1 µM]
COc1cc(Cl)cc2c1Sc1ccccc1/C2=C/CCN(C)C,-4.0,-3.2%,0.9%,-1.4%,3.6%,5.6,-3.3%,5.4%,-4.6%
CCN(Cc1ccccc1)Cc1c(C)[nH]c2c(C)c(C)ccc2c1=O,-4.6,1.5%,1.7%,1.0%,0.5%,1.7,-4.3%,-4.9%,-3.8%
COC(=O)c1sc2ncccc2c1-n1c(C)ccc1C,0.8,-4.9%,1.6%,-8.6%,4.9%,-18.1,-10.0%,-12.6%,-5.3%
COc1ccc(C(=O)Nc2ccccc2C(=O)N/N=C/c2cccc3ccccc23)cc1,-2.2,-7.1%,2.5%,-0.1%,-8.5%,-12.5,-23.7%,1.8%,12.5%
CC(C)CCNc1nc2c(c(=O)[nH]c(=O)n2C)n1CC(O)COC(C)C (configuration not stated),-0.3&-0.6,-3.2%,-1.1%,-0.4%,-0.5%,-17.8,-8.6%,11.4%,-2.6%[57.1 µM]
Cc1ccc([C@H]2N[C@]3(CCCN(Cc4ccc(F)cc4)C3=O)[C@H]3C(=O)N(Cc4ccccc4)C(=O)[C@@H]23)cc1,-1.8,1.9%,.,-10.1%,-0.3%,-3.6,-14.2%,-7.9%,.
O=C1CCC([N+](=O)[O-])C(C2CC=CCC2)N1 (configuration not stated),3.9,-1.3%,.,0.1%,0.2%,-1.3,-5.7%,-1.5%,1.1%[57.1 µM]
C=CCOC(=O)C1=C[C@@H](c2ccc(Br)cc2)[C@H](CCCO)[C@@H](OCC)O1,3.1,-5.7%,-2.9%,5.8%,-6.0%,-4.7,-5.3%,3.8%,-3.0%[57.1 µM]
O=C(COC(=O)CNC(=O)c1ccc(Cl)cc1Cl)NC(=O)NC1CCCCC1,-4.3,-0.7%,-0.6%,0.1%,-7.1%,3.0,-18.5%,1.5%,-12.8%
O=C(NC(=S)NNC(=O)c1cccs1)c1ccco1,-2.3,-2.6%,0.5%,0.2%,-2.2%,1.8,-9.6%,3.6%,0.9%
CCOc1ccc(Nc2ncnc3c2cnn3C)cc1,-2.6,0.4%,26.6%,2.9%,0.7%,-8.3,-6.9%,-1.4%,-3.5%
Cc1ccc(-c2nn(-c3ccccc3)cc2C(=O)N2CCOCC2)cc1,-2.0,-1.9%,-0.3%,-5.7%,-2.9%,1.0,4.1%,13.0%,-10.3%
O=C(CSc1ncccn1)N1CCC(Cc2ccccc2)CC1,-2.8,1.6%,4.7%,3.3%,-2.6%,1.0,-12.5%,7.3%,9.8%[57.1 µM]

# Quoted at random: 2 compounds from above, in no set order.
SMILES,LDHA inh,GRP78 ERSR act,RXFP1 agonist,Vif-A3F inh,Vif-APOBEC3G blk,PI4K2A inh,USP1 inh,IDH1 R132H inh,TrxR1 substrate
CCOc1ccc(Nc2ncnc3c2cnn3C)cc1,-2.6,0.4%,26.6%,2.9%,0.7%,-8.3,-6.9%,-1.4%,-3.5%
COc1ccc(/C=N/Nc2nc(=O)[nH]nc2C)cc1[N+](=O)[O-],-0.6,3.7%,-0.9%,-0.4%,0.7%,0.1,14.9%,2.1%,-13.7%[57.1 µM]

# (further entries)
SMILES,LDHA inh,GRP78 ERSR act,RXFP1 agonist,Vif-A3F inh,Vif-APOBEC3G blk,PI4K2A inh,USP1 inh,IDH1 R132H inh,TrxR1 substrate
C[C@]12c3[nH]c4ccc(Cl)cc4c3CCN1C(=O)[C@@H](CC(=O)NCc1ccco1)C[C@@H]2C(=O)N1CCCCC1,5.1,-0.6%,.,-0.6%,-8.9%,-0.7,-20.7%,-22.3%,-0.4%
COc1ccc(N2CCN(Cc3cc(=O)oc4ccc(OC)cc34)CC2)cc1,2.6,-1.7%,-2.2%,8.7%,-3.8%,-3.2,18.6%,3.2%,-6.0%
COc1ccc(CN(C2CCCC2)S(=O)(=O)c2ccc(-n3cnnn3)c(OC)c2)cc1OC,-2.2,-3.0%,1.6%,-13.5%,1.1%,0.4,-17.4%,-1.2%,7.8%
CCOc1cc(N2CCOCC2)c(OCC)cc1NC(=O)CN1C(=O)NC(C)(c2ccc(OC)cc2)C1=O (configuration not stated),3.5,-4.6%,.,2.8%,5.3%,-6.1,-20.7%,4.1%,1.2%
Cc1cc(C)n(CCNC(=O)[C@H]2O[C@@H](n3ccc(=O)[nH]c3=O)[C@H](O)[C@@H]2O)n1,-11.0,-4.4%,.,.,1.3%,0.4,.,.,.
Cn1cc(CN2CCC(C(O)CCc3ccccc3)CC2)c(-c2ccccc2F)n1 (configuration not stated),-2.3,-0.9%,-0.9%,2.0%,-3.8%,4.9,-11.3%,0.8%,7.8%
CCOC(=O)N1CCN(c2c(NCc3ccc(N(C)C)cc3)c(=O)c2=O)CC1,2.0,-0.8%,-1.0%,-1.2%,0.8%,-3.3,-12.6%,0.6%,0.3%
COc1ccc(-n2nccc2-c2nn(-c3cccc(OC)c3)c(=O)n(C)c2=O)cc1,-1.6,-3.1%,1.1%,4.0%,-6.2%,0.7,-15.2%,0.0%,-4.5%
O=C(Nc1ncccc1Cl)C1COc2ccccc2O1 (configuration not stated),1.5,2.9%,0.6%,0.2%,-4.4%,0.3,-15.1%,3.4%,-7.4%
COc1cc(/C=C/C(=O)OCC(=O)NCCc2ccccc2)ccc1OC(F)F,-9.9,-3.3%,0.3%,-16.2%,0.7%,-6.6,-22.2%,12.4%,9.5%
O=C(NCC(c1ccccc1Cl)N1CCCC1)C1CCN(C(=O)Nc2ccccc2)CC1 (configuration not stated),-1.7,-1.3%,2.0%,-0.6%,-12.8%,-3.5,-20.8%,3.6%,-9.6%
Cc1ccc(C(=O)N/N=C\c2cccn2C)cn1,-3.6,-0.7%,-0.6%,.,0.6%,-2.9,4.3%,-2.9%,-18.5%
COc1cc(OC)c(N(C)C(=O)C2CCCN(c3ncnc4c3nc3n4CCCCC3)C2)cc1Cl (configuration not stated),-5.5,-0.5%,-1.3%,-5.4%,-3.0%,-0.9,-21.1%,27.0%,-5.7%
C=CCn1c2ccccc2c2nnc(SCC(=O)NC(C(=O)OC)C(C)C)nc21 (configuration not stated),0.3,-5.5%,-2.9%,-3.3%,1.0%,-1.4,-11.2%,4.2%,-3.1%
O=C1C(Cl)=C(N2CCCC2)C(=O)N1c1ccc(F)cc1,-2.4,0.5%,0.3%,5.8%,-1.0%,-0.1,-11.4%,4.7%,-3.4%[57.1 µM]

# Individual results from the list.
# CCOc1cc(N2CCOCC2)c(OCC)cc1NC(=O)CN1C(=O)NC(C)(c2ccc(OC)cc2)C1=O (configuration not stated) @ IDH1 R132H inh: 4.1%
# CCOC(=O)N1CCN(c2c(NCc3ccc(N(C)C)cc3)c(=O)c2=O)CC1 @ PI4K2A inh: -3.3
# O=C1C(Cl)=C(N2CCCC2)C(=O)N1c1ccc(F)cc1 @ USP1 inh: -11.4%
# Cc1ccc(C(=O)N/N=C\c2cccn2C)cn1 @ TrxR1 substrate: -18.5%
# Cc1cc(C)n(CCNC(=O)[C@H]2O[C@@H](n3ccc(=O)[nH]c3=O)[C@H](O)[C@@H]2O)n1 @ PI4K2A inh: 0.4

# Screening data from PubChem.

# An excerpt, so the mix of outcomes need not match the whole.
